High-throughput results deposited in PubChem BioAssay by Vanderbilt High Throughput Screening Facility.
Cav3 T inh = inhibitors of human Cav3.2 T-type calcium channel. AID 449739. B-score at 10 µM. Cav3.2-expressing cells, Fluo-4 calcium fluorescence FDSS; hits give low values. 100,000 compounds, 4% hits;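 active = single-dose well whose peak fluorescence ratio is a statistical outlier from its plate by either plate-standardised score or position-corrected B-score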
Target sequence (O95180 whole entry, looked up): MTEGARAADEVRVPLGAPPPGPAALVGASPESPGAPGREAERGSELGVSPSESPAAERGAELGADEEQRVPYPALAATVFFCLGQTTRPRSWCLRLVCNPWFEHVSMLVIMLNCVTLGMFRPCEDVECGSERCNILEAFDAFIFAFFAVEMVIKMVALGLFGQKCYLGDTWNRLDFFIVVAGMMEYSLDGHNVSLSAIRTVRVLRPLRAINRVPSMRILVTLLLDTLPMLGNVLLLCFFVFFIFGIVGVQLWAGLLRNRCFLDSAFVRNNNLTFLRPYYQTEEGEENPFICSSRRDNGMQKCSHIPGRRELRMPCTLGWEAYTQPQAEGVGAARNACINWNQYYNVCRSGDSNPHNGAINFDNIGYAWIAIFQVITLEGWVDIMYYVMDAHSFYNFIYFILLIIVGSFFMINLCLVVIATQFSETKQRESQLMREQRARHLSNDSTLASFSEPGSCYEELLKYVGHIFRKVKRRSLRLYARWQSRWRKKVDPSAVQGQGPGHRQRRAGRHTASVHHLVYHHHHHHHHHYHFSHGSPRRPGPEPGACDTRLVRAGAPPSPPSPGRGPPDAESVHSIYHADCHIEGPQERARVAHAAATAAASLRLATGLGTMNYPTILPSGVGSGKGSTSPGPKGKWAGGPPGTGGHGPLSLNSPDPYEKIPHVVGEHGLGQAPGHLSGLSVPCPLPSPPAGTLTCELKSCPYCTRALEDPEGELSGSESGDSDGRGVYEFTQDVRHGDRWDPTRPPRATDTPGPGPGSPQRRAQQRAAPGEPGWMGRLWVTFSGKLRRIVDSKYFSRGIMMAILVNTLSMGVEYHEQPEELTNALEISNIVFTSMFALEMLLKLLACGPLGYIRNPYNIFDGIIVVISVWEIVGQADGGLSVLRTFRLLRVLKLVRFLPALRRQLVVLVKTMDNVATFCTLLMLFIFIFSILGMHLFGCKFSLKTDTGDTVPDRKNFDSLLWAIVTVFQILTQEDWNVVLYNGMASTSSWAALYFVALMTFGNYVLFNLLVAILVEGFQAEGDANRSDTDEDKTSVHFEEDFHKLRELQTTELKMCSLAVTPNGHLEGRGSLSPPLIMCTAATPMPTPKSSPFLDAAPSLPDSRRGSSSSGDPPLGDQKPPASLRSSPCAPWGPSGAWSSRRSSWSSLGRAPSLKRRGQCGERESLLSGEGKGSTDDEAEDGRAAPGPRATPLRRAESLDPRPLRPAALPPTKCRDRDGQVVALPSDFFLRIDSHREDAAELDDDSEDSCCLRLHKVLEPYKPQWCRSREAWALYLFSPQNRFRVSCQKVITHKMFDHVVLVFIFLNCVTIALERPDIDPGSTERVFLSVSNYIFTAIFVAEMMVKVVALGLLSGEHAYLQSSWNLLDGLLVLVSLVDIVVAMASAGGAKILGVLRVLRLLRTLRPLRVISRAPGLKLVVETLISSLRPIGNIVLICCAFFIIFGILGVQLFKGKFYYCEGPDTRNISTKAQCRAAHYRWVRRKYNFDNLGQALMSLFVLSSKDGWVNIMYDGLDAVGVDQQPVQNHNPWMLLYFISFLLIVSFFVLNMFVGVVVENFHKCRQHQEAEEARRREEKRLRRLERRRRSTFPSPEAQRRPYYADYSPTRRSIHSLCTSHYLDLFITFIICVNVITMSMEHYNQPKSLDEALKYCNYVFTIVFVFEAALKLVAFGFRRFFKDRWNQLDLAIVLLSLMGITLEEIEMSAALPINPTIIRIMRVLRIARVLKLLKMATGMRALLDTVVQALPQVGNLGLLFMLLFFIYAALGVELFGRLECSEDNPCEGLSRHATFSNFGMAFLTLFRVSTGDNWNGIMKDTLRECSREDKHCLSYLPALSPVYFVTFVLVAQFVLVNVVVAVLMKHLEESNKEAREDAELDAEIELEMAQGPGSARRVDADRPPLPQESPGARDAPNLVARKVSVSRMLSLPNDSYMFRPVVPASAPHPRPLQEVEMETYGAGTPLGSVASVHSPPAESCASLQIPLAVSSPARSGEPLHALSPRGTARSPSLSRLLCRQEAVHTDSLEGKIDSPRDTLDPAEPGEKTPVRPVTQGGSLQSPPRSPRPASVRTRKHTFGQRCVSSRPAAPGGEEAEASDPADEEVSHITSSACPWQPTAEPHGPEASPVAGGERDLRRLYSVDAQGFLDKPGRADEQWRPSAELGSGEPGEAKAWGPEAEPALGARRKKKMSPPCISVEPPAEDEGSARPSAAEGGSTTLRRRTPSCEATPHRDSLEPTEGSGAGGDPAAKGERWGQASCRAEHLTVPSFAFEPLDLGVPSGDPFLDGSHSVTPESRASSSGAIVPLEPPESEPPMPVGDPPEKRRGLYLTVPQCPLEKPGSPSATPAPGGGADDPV
* marks the source's active call; other numbers are inactive results. Some of the compounds tested; rates above refer to the full screens.

mol	Cav3 T inh
Cc1ccc(-c2nc(C3CCN(S(=O)(=O)c4ccc(C(C)(C)C)cc4)CC3)no2)cc1	0.157
CCN(CC)CCn1c(=S)[nH]c2cc(Cl)ccc2c1=O	0.118
COc1cc(OC)c2c(-c3ccccc3)cc(=O)oc2c1C(CC(=O)N1CCN(c2ccccc2)CC1)c1ccc(N(C)C)cc1 (configuration not stated)	-2.36
COC(=O)c1cc2oc3ccccc3c2n1CC(=O)N1CCCc2ccccc21	0.281
O=C(Nc1ccc2oc(-c3ccccc3Cl)nc2c1)c1cncc(Br)c1	-0.434
CCOC(=O)c1c(NC(=O)c2ccccc2Br)sc2c1CCc1ccccc1-2	0.833
CCN1CCN(C(=O)C2=C(C(=O)O)CCCC2)CC1	1.28
Cc1ccc(Nc2nc(C)cc(C)n2)c(Br)c1	-0.822
CCCCCCCCCCCC(=O)NC(C(=O)OCC)C(O)c1cccc([N+](=O)[O-])c1 (configuration not stated)	-0.0869
O=C(Nc1nnc(C2CCCCC2)s1)c1ccc(Br)s1	-0.18
CCOC(=O)N1CCN(S(=O)(=O)c2cc(Cl)c(OC)cc2Cl)CC1	0.352
COc1cc(N2C(=O)NC3CC2(C)Oc2ccccc23)cc(OC)c1OC (configuration not stated)	0.39
CCN1CCN(c2cc3c(cc2F)c(=O)c(C(=O)O)cn3C2CC2)CC1	1.61
Cc1cc(NC(=O)CSc2nnc(-c3ccco3)o2)no1	-0.572
CCOC(=O)c1nn(-c2ccc(Cl)cc2)c2nc(-c3ccc(C)cc3)c(C#N)c(=O)n12	-0.00516
Cc1ccc2[nH]cc(C(=O)CN3CCOCC3)c2c1	1.11
Cc1ccc(/C(N)=N/OC(=O)N2c3ccccc3Sc3ccccc32)cc1	-2.78
N#Cc1c(N)nc2c(c1-c1ccco1)CCCCC2	0.0208
Cn1nc(C(F)(F)F)c(C#N)c1N1CCN(c2cccc(C(F)(F)F)c2)CC1	0.62
O=C(CO/N=C/c1cccc([N+](=O)[O-])c1)Nc1ccc2ccccc2c1	-1.7
C[C@@H]1CC=C[C@H]2[C@H]1C(=O)N(Cc1ccccc1)[C@H]2c1ccc(/C=C/c2ccccc2)cc1F	-1.27
CCOC(=O)N1CCN(CC(=O)c2ccc3c(c2)CCN3C(C)=O)CC1	0.788
CCOC(=O)c1ccc(NC(=O)CN2CCN(c3ccccc3)CC2)cc1	-0.373
O=C(Cc1coc2ccc3ccccc3c12)NCc1ccccc1	-1.32
COc1cccc(CNC(=O)CCS(=O)(=O)c2cccs2)c1	0.0562

Next part, overlapping the part above by 4 compounds.
mol	Cav3 T inh
CCOC(=O)N1CCN(CC(=O)c2ccc3c(c2)CCN3C(C)=O)CC1	0.788
CCOC(=O)c1ccc(NC(=O)CN2CCN(c3ccccc3)CC2)cc1	-0.373
O=C(Cc1coc2ccc3ccccc3c12)NCc1ccccc1	-1.32
COc1cccc(CNC(=O)CCS(=O)(=O)c2cccs2)c1	0.0562
CC(C)CC(C(=O)N1CCc2ccccc2C1)N1C(=O)c2ccccc2C1=O (configuration not stated)	-4.3
O=C(COc1ccc(Cl)cc1)NCc1nnc(SCC(=O)N2CCCc3ccccc32)o1	-0.852
Cc1cc(Oc2ccc(C#N)cc2)nc(NCc2ccccc2)n1	0.174
CCc1nc(C)c(-c2ccccc2)c(=O)[nH]1	0.192
O=S(=O)(Nc1ccc(-c2nc3ccccc3o2)cc1)c1ccccc1	-1.86
CC(=O)Nc1n[nH]c(S(=O)(=O)Cc2ccc(Cl)cc2Cl)n1	0.479
CC(C)OCC(O)CSc1ccccn1 (configuration not stated)	0.594
COc1cccc(-n2nnnc2SCC(=O)N2CCCc3ccccc32)c1	-2.01
Cc1cc(C)cc(N2C(=O)CC(N(C(=O)c3ccco3)c3cc(C)cc(C)c3)C2=O)c1 (configuration not stated)	-0.126
O=c1oc2c3c(nn2c2ccccc12)CCCC3	0.634
O=C(COC(=O)c1ccccc1F)c1ccc(-n2nncc2-c2ccco2)cc1	-0.579
Cc1cc(NC(=O)Cn2nc3c(cc2=O)CCCC3)ccc1Br	-6.16*
Cc1ccc(-c2nnn(CCC(=O)NC3CCCC3)n2)cc1	-0.337
CS(=O)(=O)c1ccc(N2CCOCC2)c(S(C)(=O)=O)c1	0.25
O=C(CC1(C(=O)O)CCCC1)N1CCOCC1	0.0335
Cn1c(=O)oc2cc(S(=O)(=O)NCCN3CCCCCC3)ccc21	0.194
Cc1nc2ccccc2nc1OCC(=O)Nc1cc(C(F)(F)F)ccc1N1CCOCC1	-2.82
CC(=O)Nc1ccc(-c2csc(NC(=O)c3ccc(C)o3)n2)cc1	1.46
CCNC(=O)COC(=O)C1CCC(=O)N(c2ccc(OC)cc2)C1c1ccc(OC)cc1 (configuration not stated)	0.0342
O=C(Cn1c(=O)sc2ccccc21)Nc1ccc(S(=O)(=O)N2CCCCC2)cc1	-4.49
COC(=O)c1c(NC(=O)c2ccco2)sc2c1C(C(=O)OC)CC2 (configuration not stated)	-2.25
Cc1ccc(CN(CC2CCCO2)C(=O)CN2C(=O)C(C(C)C)Oc3ccccc32)o1 (configuration not stated)	-2.1
COc1ccccc1OCc1ccc(C(=O)N(C)C)o1	0.944
COCCNC(=O)NC(=O)COC(=O)c1cc([N+](=O)[O-])ccc1Sc1nc(C)cs1	0.493
COC(=O)c1ccccc1NC(=O)c1cc2nc(C3CC3)cc(C(F)(F)F)n2n1	0.248

Two consecutive compounds already listed, for reference:
mol	Cav3 T inh
O=C(COC(=O)c1ccccc1F)c1ccc(-n2nncc2-c2ccco2)cc1	-0.579
Cc1cc(NC(=O)Cn2nc3c(cc2=O)CCCC3)ccc1Br	-6.16*

(continued)
mol	Cav3 T inh
O=C(c1ccccc1)c1ccc(N2CCCC2)cc1	2.15
CN1C(=O)c2cccc3c(Cl)ccc(c23)C1=O	-2.47
CCCOc1ccc(Cn2c(=O)oc3ccc(C)cc32)cc1OC	-1.74
Cn1c(=O)c2c(nc(CN3CCc4ccccc4C3)n2Cc2ccccc2F)n(C)c1=O	-1.68
O=C(Nc1ccccc1)N(CCCN1CCOCC1)Cc1cccs1	0.492
C=CCn1c(Cc2csc(N)n2)nnc1SCC(=O)Nc1ccccc1C(F)(F)F	0.35
Cn1c(Cn2c(=O)sc3ccccc32)nnc1SCC(=O)Nc1ccccc1F	0.711
C=CCN1C(=O)S/C(=C\c2ccc(N3CCOCC3)cc2C)C1=O	-1.24
CCOC(=O)c1cc(C#N)c(Oc2ccccc2)nc1-c1ccccc1	-1.49
O=C(c1ccccc1F)N1CCN(c2ncccn2)CC1	0.84
Cc1ccc(-c2ccc(/C=N/NC(=S)Nc3ccccc3)o2)cc1[N+](=O)[O-]	-0.0535
N#CC(c1nc2ccccc2nc1N1CCCC1)S(=O)(=O)c1ccccc1 (configuration not stated)	-3.93
Cc1cc(Oc2ccccc2)nc(N)n1	0.565
COc1ccc(C(=O)/C=C/Nc2cc(C)on2)cc1	1.48
COc1ccc2[nH]c3ccc(OC)cc3c2c1	-0.992
COc1ccc(-c2onc(C)c2-c2ccccc2)c(O)c1	-0.743
O=C(c1cc2ccccc2oc1=O)N1CCN(C(=O)C2CCCO2)CC1 (configuration not stated)	0.554
O=c1[nH]c2ccsc2c(=O)n1-c1ccc(F)cc1	0.0341
COc1ccc(CCNC(=O)c2cc(-c3cc(C)ccc3O)n[nH]2)cc1OC	-2.37
O=C1c2ccccc2C(Nc2ccc(S(=O)(=O)N3CCOCC3)cc2)N1Cc1ccco1 (configuration not stated)	2.19
CC(C)c1nnc(NC(=O)CCC(=O)NCc2ccco2)s1	-0.292
CN1CCN(NC(=O)c2cccc(F)c2)CC1	0.227
c1cnc(SCCOc2ccc3c(c2)CCC3)nc1	-1.23
COc1cccc2cc(C(=O)N3CCc4ccccc4C3)c(=O)oc12	-0.00111
COc1cc(S(=O)(=O)NCCc2ccc3c(c2)OCO3)ccc1-n1cnnn1	-0.175

mol	Cav3 T inh
COc1ccc(OC)c(-n2c(SCC(=O)NCc3ccco3)nnc2-c2c[nH]c3ccccc23)c1	-0.393
O=[N+]([O-])c1ccccc1CNC(Cc1ccccc1)c1ccccc1 (configuration not stated)	-1.04
Cc1ccc(S(=O)(=O)C2(C(=O)N(C)C3CCCCC3)CC2)cc1	0.113
CCOC(=O)c1[nH]c(C)c(C(=O)NC2CCN(C(=O)OCC)CC2)c1C	1.54
O=C(c1cccs1)N(Cc1ccco1)C1CCS(=O)(=O)C1 (configuration not stated)	-1.96
CCc1ccc2[nH]c(=O)c(CN(CCN3CCCC3)C(=O)NC3CCCCC3)cc2c1	-0.462
COc1cc(-c2nnc(-c3ccccc3)o2)cc(OC)c1OC	1.66
Cc1cc(C)c(OCCN2C(=O)NC(C)(C)C2=O)c(Cl)c1	1.19
COc1cc(O)c(C(CC(=O)N2CCCC2)c2ccc(N(C)C)cc2)c(OC)c1 (configuration not stated)	0.599
CCC(=O)Oc1c(S(=O)(=O)c2ccc(C)cc2)c(C)nn1C(C)(C)C	-0.659
CC(=O)CC(=O)NC1C2CC3CC(C2)CC1C3 (configuration not stated)	0.966
CCNC(=O)c1ccc(NS(=O)(=O)c2ccccc2)cc1	1.81
CC(C)NC(=O)NC(=O)COC(=O)C1CCCN1C(=O)c1cccs1 (configuration not stated)	0.969
CCCSc1n[nH]c(NC(C)=O)n1	-0.423
O=C(CCN1CCN(c2ccc(Cl)cc2)CC1)Nc1nccs1	-1.68
O=C(NCCNCCO)c1c(O)c2cccc3c2n(c1=O)CCC3	-0.0455
CCC(=O)Nc1cccc(C2=NOC3(C2)C[C@@H](C(N)=O)N(C(=O)CC(c2ccccc2)c2ccccc2)C3)c1 (some centres not stated)	0.0918
COC1CCCCC1Nc1cc(C)ccc1C (configuration not stated)	0.894
COc1cc(CNc2cc(C)ccc2C)cc(OC)c1OC	-0.529
COc1ccc(N(CC(=O)NCC2CCCO2)S(=O)(=O)c2c(C)noc2C)cc1 (configuration not stated)	-1.24
CC1(C)OC(=O)N2CCc3ccccc3C21C (configuration not stated)	-1.41
CCOc1ccc(NC(=O)c2ccc(S(=O)(=O)N(C)C)cc2)cc1	0.707
O=C(Nc1ncn[nH]1)c1c(Cl)ccc(Cl)c1Cl	-0.37
Cc1ccc(-c2cc([C@H]3[C@@H]4C=CCC[C@@]4(C)C(=O)N3Cc3ccccc3)ccc2F)cc1	-1.31
Cn1c(SCC(=O)NC(C)(C)C)nc(O)cc1=O	0.492

mol	Cav3 T inh
Cc1cccc(C)c1N(CC(=O)N1CCN(C)CC1)S(C)(=O)=O	-0.42
COc1ccc(C2C=C(c3ccccc3)Nc3ncnn32)cc1 (configuration not stated)	-2.18
COC(=O)c1ccc(C23CC4(C2)[C@H](CN(Cc2cccnc2)[C@@H]4c2ccccc2)C3c2ccc(C(F)(F)F)cc2)cc1 (some centres not stated)	-0.00407
COc1ccccc1OCC(=O)Nc1nc(-c2ccc(S(=O)(=O)N3CCOCC3)cc2)cs1	-1.18
O=C(O)c1cccc2c1C(=O)N(Cc1ccncc1)C2	0.00388
COC(=O)COc1cc(Br)c(/C=C2/SC(=O)N(CC(=O)N3CCCC3)C2=O)cc1OC	2.44
O=C(Nc1ccc(Cl)cc1C(=O)N1CCOCC1)c1ccco1	0.236
Clc1ccc(CN2CCN(c3ncnc4scc(-c5cccs5)c34)CC2)cc1	-1.05
COc1ccc(OCc2ccc(C(=O)NN)cc2)cc1	-0.131
COc1ccc(OC)c2[nH]c(=O)c(CCNC(C)=O)cc12	-0.0837
CCCC1C(C#N)=C(N)Oc2n[nH]c(C(C)(C)C)c21 (configuration not stated)	-1.81
Cc1cc(=O)[nH]c(-n2nc(C)c(Oc3ccccc3O)c2C)n1	0.741
CCn1cc([N+](=O)[O-])c(C(=O)Nc2ccn(Cc3ccccc3F)n2)n1	-0.752
COc1ccc(-c2nnc(SCC(=O)c3ccco3)n2-c2ccccc2)cc1	1.61
O=C(Nc1cccc(OC(=O)c2cccnc2)c1)c1cccnc1	0.747
COc1ccccc1CNS(=O)(=O)c1c(C)noc1C	0.263
O=Nc1c(O)n(Cc2ccc(Cl)c(Cl)c2)c2ccccc12	-2.3
O=C(CN1C(=O)/C(=C/c2ccccc2)SC1=S)Nc1ncc(Cc2ccccc2)s1	-0.848
Cn1c(=O)cc(SCC(=O)NCc2ccco2)c2ccccc21	-0.205
CCCN(CCC)C1=N/C(=C\c2ccco2)C(=O)N1c1ccccc1	-4.92*
CCNC(=O)COC(=O)/C=C/c1ccccc1[N+](=O)[O-]	0.654
N#Cc1ccccc1CSc1nc(N2CCCCC2)nc(N2CCCCC2)n1	-1.67
O=C1c2cccc3c(Cl)ccc(c23)C(=O)N1O	1.3
CC(Cc1ccccc1)C(=O)N[C@@H](CO)Cc1ccccc1 (some centres not stated)	1
CCN(CC)C(=O)CSc1nnc(CNc2ccc(F)cc2)n1Cc1ccco1	0.982

mol	Cav3 T inh
O=C(COc1cc(O)c2c(=O)cc(-c3ccccc3)oc2c1)c1ccc(F)cc1	0.373
C[C@@H](C(=O)O)[C@@H]1C[C@@]1(C)[C@@H](NC(=O)OCc1ccccc1)c1ccccc1	0.0903
CCOC(=O)C(NC(C)=O)(NS(=O)(=O)c1ccccc1)C(F)(F)F (configuration not stated)	-0.662
Cc1cccc(CN2CCN(CC(=O)NCCCN3CCCC3=O)C2=O)c1	0.12
COc1ccccc1N1CCN(C(=O)CCNS(=O)(=O)c2ccc3c(c2)CCC(=O)N3)CC1	0.455
C=CCNC(=O)c1ccccc1S(=O)c1ccccc1C#N (configuration not stated)	2.35
